# tim10-1 inh: growth inhibitors of tim10-1 mutant yeast, primary screen, luminescence, uHTS | S. cerevisiae tim10-1 ts strain growth, BacTiter-Glo, 24 h | hit rate 2.2% among 330,000 | AID 463190, 2010 | inhibition, % at 20 µM;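 active = inhibition of at least 40%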;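 also: mutant grown at 25 °C; 0% = DMSO wells with yeast and 100% = wells holding no yeast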
# 697 NFkB inh: inhibitors of PMA/ionomycin-induced NF-kB reporter, 697 cells, primary screen, B-cell NF-kB inhibitor project, cell-based, luminescence, uHTS; hit rate 0.33% among 330,000; 697 B-cell NF-kB luciferase reporter, 16 h; inhibition, % at 4 µM; in the data active = inhibition above about 35%
# Jurkat NFkB inh: inhibitors of induced NF-kB luciferase reporter, primary screen, TCR NF-kB activation inhibitor project, cell-based, luminescence, uHTS | inhibition, % at 4 µM | hit rate 0.53% among 330,000 | AID 435003, 2010 | Jurkat, PMA/ionomycin-induced NF-kB luciferase reporter; in the data active = inhibition above about 50%
# Mdm2 MdmX PPI: inhibitors of human Mdm2-MdmX association, primary screen, cell-based, luminescence, split luciferase, SaOS-2, uHTS | hit rate 3% among 330,000 | SaOS-2 split-luciferase Mdm2/MdmX complementation | inhibition, % at 8 µM;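 active = inhibition of at least 50% at 8 µM in the primary screen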
# Target sequence (O15151 whole entry, looked up): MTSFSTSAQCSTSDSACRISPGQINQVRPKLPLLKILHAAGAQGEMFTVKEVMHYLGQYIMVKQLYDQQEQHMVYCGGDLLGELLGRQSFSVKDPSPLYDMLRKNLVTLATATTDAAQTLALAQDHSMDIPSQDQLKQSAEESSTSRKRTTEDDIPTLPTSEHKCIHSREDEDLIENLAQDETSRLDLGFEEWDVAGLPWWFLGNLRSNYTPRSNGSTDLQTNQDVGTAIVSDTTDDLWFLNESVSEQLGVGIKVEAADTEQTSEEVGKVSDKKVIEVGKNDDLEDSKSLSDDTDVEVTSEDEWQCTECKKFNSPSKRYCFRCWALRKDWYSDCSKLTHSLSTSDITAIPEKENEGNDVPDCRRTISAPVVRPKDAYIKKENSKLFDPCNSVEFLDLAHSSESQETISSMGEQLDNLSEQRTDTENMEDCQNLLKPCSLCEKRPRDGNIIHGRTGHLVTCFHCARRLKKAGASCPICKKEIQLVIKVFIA
# Target sequence (Q00987 whole entry, looked up): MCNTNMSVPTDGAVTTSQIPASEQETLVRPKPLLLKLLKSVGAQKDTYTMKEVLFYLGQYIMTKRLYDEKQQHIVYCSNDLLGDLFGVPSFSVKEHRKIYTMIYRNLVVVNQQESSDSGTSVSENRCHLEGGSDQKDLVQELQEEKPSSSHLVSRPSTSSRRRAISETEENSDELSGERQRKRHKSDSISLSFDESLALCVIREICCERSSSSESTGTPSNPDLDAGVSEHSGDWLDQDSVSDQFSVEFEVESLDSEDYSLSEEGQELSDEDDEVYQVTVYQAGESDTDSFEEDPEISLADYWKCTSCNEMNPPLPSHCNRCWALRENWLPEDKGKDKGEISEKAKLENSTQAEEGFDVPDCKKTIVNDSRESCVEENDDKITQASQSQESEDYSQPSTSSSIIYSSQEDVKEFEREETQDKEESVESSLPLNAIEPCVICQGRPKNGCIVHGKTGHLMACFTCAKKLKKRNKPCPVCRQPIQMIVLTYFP
# tim23-1 inh: growth inhibitors of tim23-1 mutant yeast, primary screen, luminescence, uHTS; S. cerevisiae tim23-1 growth, BacTiter-Glo luminescence, 24 h; inhibition, % at 20 µM; hit rate 1.3% among 330,000;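 active = growth inhibition of the mutant yeast at or above 50%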;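 also: temperature-sensitive mutant grown at 25 °C; plate controls were DMSO-treated mutant yeast for no effect and medium wells lacking yeast for full effect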
# UPR CHOP act: activators of apoptotic CHOP UPR arm, primary screen, cell-based, CHO-CHOP luciferase reporter, luminescence, uHTS; hit rate 0.34% among 330,000; activation, % at 10 µM; AID 449763, 2010; UPR activation; percent of tunicamycin response over DMSO baseline;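 active = at 10 µM dose, activation of 40% or more, normalized to positive control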;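 also: 100% = tunicamycin at 10 µg/mL and 0% = DMSO alone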
#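 System: CHO-CHOP luciferase reporter cell line; amount: 500 cells/well; buffer or medium: F12 medium containing 10% fetal bovine serum; incubation: 6 h compound exposure at 37 °C after overnight seeding; measured by: luciferase luminescence after 10 min with Steady-Glo reagent; evaluation: % reporter activation, DMSO baseline versus tunicamycin full activation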
# UPR XBP1 act: activators of adaptive XBP1 UPR arm, primary screen, cell-based, CHO-XBP1 luciferase reporter, luminescence, uHTS; IRE1-XBP1 UPR activation; percent of tunicamycin response, DMSO as zero; activation, % at 20 µM; hit rate 0.33% among 330,000;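 active = versus positive control, 20 µM dose yields 30% or more activation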;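 also: 100% = tunicamycin at 10 µg/mL and 0% = DMSO only wells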
#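 Signal: luciferase luminescence; Assay system: CHO-XBP1 luciferase reporter cells; Amount: one thousand reporter cells per well; Dosing: 20 µM single concentration, DMSO 1%; Benchmarks: high control tunicamycin 10 µg/mL final, low control DMSO vehicle only; Schedule: 6 h compound exposure at 37 °C, 5% CO2; Evaluation: percent activation relative to tunicamycin reference.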
# TIM10 inh: growth inhibitors of isogenic TIM10 control yeast, primary screen, counter-screen for tim10-1 yeast inhibitor project, luminescence, uHTS | S. cerevisiae TIM10 strain growth, BacTiter-Glo luminescence, 24 h | inhibition, % at 10 µM | hit rate 1.4% among 330,000 | AID 463195, 2010;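 active = inhibition of 40% or more at the single tested concentration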;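 also: wild-type TIM10 isogenic control strain grown at permissive 25 °C; 0% = DMSO yeast wells and 100% = minimal medium wells without yeast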
# * = called active by the depositor.
SMILES,tim10-1 inh,697 NFkB inh,Jurkat NFkB inh,Mdm2 MdmX PPI,tim23-1 inh,UPR CHOP act,UPR XBP1 act,TIM10 inh
CCN(CC)CCn1c2ccccc2c2cnc(N=CN(C)C)c(C#N)c21,13,-24,-38,-8,30,-2.9,-1,36
COc1ccc(NC(=O)N(C)C[C@@H]2Oc3c(NC(=O)Nc4c(C)noc4C)cccc3C(=O)N([C@@H](C)CO)C[C@@H]2C)cc1,11,20,2,9,12,0.4,-2,4
C=C(C)Cn1c(=O)c2c(nc3n2CCCN3Cc2ccccc2)n(C)c1=O,32,-3,18,-6,18,0.3,-2,7
CN(C)C(CNC(=O)c1ccc(S(=O)(=O)Nc2ccccc2)cc1)c1ccco1 (stereo not drawn),-22,-24,14,8,-6,0.4,-4,8
CCN(CC)S(=O)(=O)c1ccc(OCC2CCCCO2)c([N+](=O)[O-])c1 (stereo not drawn),13,-13,5,8,17,1.0,-3,-10
O=C(O)CC1S/C(=N/N=C/c2ccc(-c3ccc(Cl)cc3[N+](=O)[O-])o2)NC1=O (stereo not drawn),7,14,11,8,27,-0.3,-2,18
NNC(=O)c1cccc(S(=O)(=O)Nc2cccc(C(F)(F)F)c2)c1,7,4,-9,0,7,-1.7,-2,6
CC(=O)Nc1nonc1-c1nc2ccccc2n1C,-7,10,-6,9,-6,-2.3,-4,1
Cc1ccc(C)c(NC(=O)Cn2nnc(C(=O)NCc3cccs3)c2N)c1,-24,-21,33,65*,-38,8.1,1,-22
Clc1ccc(CSc2nnc(/C=C/c3ccccc3)o2)c(Cl)c1,-6,12,8,-1,12,-0.6,-2,-6
O=C(c1ccc(NC(=S)NCc2ccc(Cl)cc2)cc1)N1CCCCC1,-8,-2,8,-9,5,-1.3,0,17
Cc1c(NS(=O)(=O)c2ccc(N(C)C3CCCCC3)c([N+](=O)[O-])c2)c(=O)n(-c2ccccc2)n1C,17,-6,-6,-8,18,2.9,-1,17

# A section of the results above, as a working copy:
SMILES,tim10-1 inh,697 NFkB inh,Jurkat NFkB inh,Mdm2 MdmX PPI,tim23-1 inh,UPR CHOP act,UPR XBP1 act,TIM10 inh
CC(=O)Nc1nonc1-c1nc2ccccc2n1C,-7,10,-6,9,-6,-2.3,-4,1
Cc1ccc(C)c(NC(=O)Cn2nnc(C(=O)NCc3cccs3)c2N)c1,-24,-21,33,65*,-38,8.1,1,-22
Clc1ccc(CSc2nnc(/C=C/c3ccccc3)o2)c(Cl)c1,-6,12,8,-1,12,-0.6,-2,-6
O=C(c1ccc(NC(=S)NCc2ccc(Cl)cc2)cc1)N1CCCCC1,-8,-2,8,-9,5,-1.3,0,17
Cc1c(NS(=O)(=O)c2ccc(N(C)C3CCCCC3)c([N+](=O)[O-])c2)c(=O)n(-c2ccccc2)n1C,17,-6,-6,-8,18,2.9,-1,17

# The listing continues:
SMILES,tim10-1 inh,697 NFkB inh,Jurkat NFkB inh,Mdm2 MdmX PPI,tim23-1 inh,UPR CHOP act,UPR XBP1 act,TIM10 inh
COC(=O)CC1C(=O)NCCN1C(=O)c1ccc([N+](=O)[O-])cc1 (stereo not drawn),-13,17,6,-3,1,0.0,0,13
CC1CC(C)CN(C(=O)c2cc3c(s2)CCC3)C1 (stereo not drawn),20,-10,9,-24,35,3.3,1,3
CCOc1cc(N2CCOCC2)c(OCC)cc1NC(=O)c1cccc(S(=O)(=O)N2CCOCC2)c1,2,-19,-10,-19,8,1.2,-2,5
Cc1cc(C(=O)NCc2cccnc2)no1,8,20,5,-3,11,2.7,0,15
O=C(O)c1ccc(COc2ccc([N+](=O)[O-])cc2)o1,19,-2,-12,23,7,-1.9,0,-7
Cc1ccc(SCC(=O)Nc2ccc3c(c2)C(=O)N(C)C3=O)cc1,13,-11,-4,13,11,-1.1,0,8
O=C(CSc1nccn1Cc1ccccc1)NCc1ccccc1,20,-47,-13,-2,15,0.3,1,4
CC(C)(C)NC(=S)NCCc1ccccc1,17,-111,-66,-65,20,3.8,-1,-19
Cc1ccc(/C=c2/sc3n(c2=O)CCCN=3)o1,8,9,3,-28,10,2.6,2,-2
Cc1cccc(NC(=O)CO/N=C/c2ccc3c(c2)OCO3)c1,6,-22,3,8,9,2.2,-1,9
C/C(=N/NS(=O)(=O)c1ccccc1)c1ccc(NC(=O)C(F)(F)F)cc1,9,-2,3,-8,4,1.0,3,12
CN(C(=O)CSc1nnc(N)s1)c1c(N)n(Cc2ccccc2)c(=O)[nH]c1=O,19,28,4,25,16,-3.2,-3,10
Cc1ccccc1NC(=S)NC12CN3CN(CN(C3)C1)C2,-13,11,2,2,-8,-0.4,-2,-11
O=C(COC(=O)c1ccc(Br)cc1)NC1CCCC1,-8,21,-1,16,12,0.7,0,-4
COC(=O)CCCCNC(=O)Nc1ccccc1,2,17,9,7,21,-0.5,-2,19
COc1cc(NC(=O)C2CCCCC2)c(OC)cc1NC(=O)CN1CCCCC1,8,3,-35,-3,4,-1.7,1,2
C[C@@H]1CN([C@@H](C)CO)C(=O)Cc2cc(NC(=O)Nc3ccc(F)cc3)ccc2O[C@@H]1CN(C)Cc1ccc(Cl)c(Cl)c1,6,8,13,100*,26,9.4,17,0
COc1ccc2nc3cc(Cl)ccc3c(Nc3cc(CN4CCCC4)c(O)c(CN4CCCC4)c3)c2n1,-13,-16,21,99*,-21,2.4,-7,4
CCn1c(COc2ccc(=O)n(-c3ccccc3)n2)nnc1SCc1ccc(OC)cc1,34,0,7,22,20,4.7,-3,15
O=C(CCC(=O)N1CCOc2ccc(Cl)cc21)NCCCN1CCN(c2ccccc2F)CC1,-8,-3,-8,48,-5,0.2,-1,-5
Cc1ccc(-c2cc(C(=O)NCCCN3CCOCC3)c3ccccc3n2)cc1,14,14,-16,1,-4,-1.3,-3,3
O=C(O)c1ccccc1C(=O)Nc1ccccc1[N+](=O)[O-],-12,8,-13,-1,4,-1.1,0,-10
O=C(COc1ccc(Cl)cc1Cl)NCc1ccco1,1,26,-18,-36,14,3.3,3,-10
Cc1ccccc1OCCNc1cc(N2CCN(CCO)CC2)ccc1[N+](=O)[O-],2,-9,-11,18,12,-0.4,-3,5
CC(=O)NCCc1cnc[nH]1,4,10,-6,0,12,-0.9,-2,6
O=C(CCCN1C(=O)CSc2ncccc21)N1CCN(c2cccc(C(F)(F)F)c2)CC1,18,3,11,5,4,-2.1,-2,-5
O=C(CCNS(=O)(=O)c1cccc2nsnc12)NCc1ccco1,-7,-16,-20,-5,9,-1.1,-2,-5
O=C(NCCc1ccc2c(c1)OCCO2)c1ccccn1,-17,-75,-78,-31,24,3.1,-2,5
Cc1csc2nc(CNS(=O)(=O)c3ccc4c(c3)OCCO4)cn12,13,9,10,-23,13,1.2,5,6
O=C(CC1C(=O)NCCN1C(=O)Nc1ccc(Cl)cc1)Nc1ccc(F)cc1 (stereo not drawn),8,-6,-12,-33,7,0.0,1,5
Cc1ccc(C(=O)NC(=S)Nc2ccc3[nH]c(=O)[nH]c3c2)cc1C,17,13,9,11,8,1.4,0,3
Cc1nnc2sc(COc3ccccc3)nn2c1=O,-1,10,19,12,5,1.1,2,6
COc1cc(C2Nc3cc(Cl)c(S(N)(=O)=O)cc3S(=O)(=O)N2)cc(OC)c1OC (stereo not drawn),11,22,-5,5,-6,-1.6,1,-12
Cc1cccc(C)c1NC(=O)NC1(C(=O)NCCN2CCOCC2)CCCCC1,6,9,14,18,2,0.7,-1,-19
Cc1ccc(CNC(=O)C(Cc2ccccc2)NS(=O)(=O)c2ccc(Br)s2)cc1 (stereo not drawn),22,-4,-5,32,37,-0.4,-5,19
COC(=O)c1ccc(S(=O)(=O)NCc2ccco2)n1C,24,16,13,-2,-2,0.3,2,11
CCn1cc2nc(SCC(=O)Nc3ccccc3F)n(Cc3ccccc3)c(=O)c2n1,-13,-7,-2,23,16,3.1,-1,-6
O=C(c1cc(Br)c[nH]1)N1CCSCC1,23,-6,-8,9,25,-0.1,-2,6
Cc1cc([N+](=O)[O-])nn1Cc1ccc(C(=O)N/N=C/c2ccccc2)cc1,3,11,6,6,5,2.4,-1,16
COc1cc(NC(=O)c2ccccc2Cl)c(OC)cc1NC(=O)CN1CCCCC1,-5,-11,-4,2,3,-0.9,-2,-3
O=C(NCc1ccco1)/C(=C/c1cccnc1)NC(=O)c1cccc(Br)c1,7,12,1,2,9,1.4,0,1
O=Cc1ccccc1-c1cn(CN2C(=O)c3ccccc3C2=O)nn1,25,-27,-20,-1,33,1.9,1,9
CCOC(=O)c1c(NC(=O)CSc2nc3c(c(=O)n(C)c(=O)n3C)n2CC)sc(C)c1C,20,8,-6,21,-1,-3.0,3,-1
CC(OC(=O)C1=COCCO1)C(=O)Nc1cccc(S(=O)(=O)N2CCOCC2)c1 (stereo not drawn),-6,-1,-22,23,-4,0.7,1,-14
CC1=C(C(=O)Nc2ccc(CC(=O)NCc3ccccc3C)cc2)SCCO1,36,-10,10,15,20,2.9,-8,0
Cc1cc(C)nc(/N=C(\N)Nc2cccc([N+](=O)[O-])c2)n1,11,9,2,-23,-8,0.7,-1,-1
O=C(CNC(=O)c1cccs1)NCC(=O)OCc1c(Cl)cccc1Cl,4,-2,-5,16,3,0.3,0,-9
COC(=O)c1cc(OC)c(OC)cc1NC(=O)Nc1ccccc1OC,11,-11,12,14,9,-2.7,0,8

# Shown as tab-separated lines: part of the list above.
SMILES	tim10-1 inh	697 NFkB inh	Jurkat NFkB inh	Mdm2 MdmX PPI	tim23-1 inh	UPR CHOP act	UPR XBP1 act	TIM10 inh
COC(=O)CCCCNC(=O)Nc1ccccc1	2	17	9	7	21	-0.5	-2	19
COc1cc(NC(=O)C2CCCCC2)c(OC)cc1NC(=O)CN1CCCCC1	8	3	-35	-3	4	-1.7	1	2
C[C@@H]1CN([C@@H](C)CO)C(=O)Cc2cc(NC(=O)Nc3ccc(F)cc3)ccc2O[C@@H]1CN(C)Cc1ccc(Cl)c(Cl)c1	6	8	13	100*	26	9.4	17	0

# Screening results (PubChem)
